Wnt act – activates Wnt/beta-catenin signaling in a reporter cell assay | 300,000 compounds, 1.2% hits | activation, % at 9.35 µM | activator, plate reader; in the data active means activation above about 30%, passing the limit was not always enough;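 further: 0% = neutral control wells and 100% = positive control wells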
Keap1 Nrf2 FP – disrupts human Keap1 binding to Nrf2 peptide | 340,000 compounds, 0.15% hits | AID 504523 | inhibition, % at 9.4 µM | Keap1 Kelch-Nrf2 peptide fluorescence polarization, 1536-well; in the data active means inhibition above about 12%;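 further: human Keap1 Kelch domain with fluorescein labeled Nrf2 9mer peptide probe; 0% = neutral control wells and 100% = peptide positive control; higher means more block of Keap1 binding to Nrf2 peptide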
MOR-DOR ag – agonists of human mu-delta opioid receptor heterodimerization | 340,000 compounds, 0.3% hits | cells, OPRM1-OPRD1 heterodimerization, luminescence | AID 504326 | activation, % at 9.3 µM | P35372+P41143; in the data active means activation above about 18%;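 further: 0% = vehicle-treated cells and 100% = reference agonist; values of inactives mirror those of a sister screen read the other way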
V-ATPase pHluor – yeast V-ATPase proton transport regulation by pHLuorin; AID 504577; response, % at 10 µM; S. cerevisiae, pHLuorin cytosolic pH fluorescence; 350,000 compounds, 0.37% hits; in the data active means response mostly above about 7.3%, no sharp cut-off; inactive means mostly below about 5.4%; further: actives read high; inactives centre near 0; some compounds called inactive have numbers as strong as hits; reference of the scale not given here
Cardiac RTF inh – cardiac RTF calcium desensitization | IANBD-labeled cardiac RTF, Ca2+ fluorescence | inhibition, % at 7.15 µM | 340,000 compounds, 0.12% hits;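 active means inhibition above the mean inhibition of all tested compounds plus 3 SD, cut at about 17% in these data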;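 further: assay run at fixed EC70 calcium of 1.6 mM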
OPRM1-OPRD1 inv – inverse agonist of human OPRM1-OPRD1 heterodimerization; P35372+P41143; cell-based MOR-DOR heterodimer luminescence, inverse agonism; inhibition, % at 9.3 µM; 340,000 compounds, 0.21% hits; in the data active means inhibition above about 22%, passing the limit was not always enough;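 further: 0% = cells with DMSO and 100% = wells without cells with DMSO; values of inactives mirror those of a sister screen read the other way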
Arrestin-AP2 inh – human beta-arrestin and AP2 interaction inhibition; inhibition, % at 10 µM; FITC-arrestin peptide / GST-AP2 beads, flow cytometry; AP2 beta2 appendage carries R879A mutation; 340,000 compounds, 0.31% hits;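 active means inhibition above a set limit, near 3 SD of compounds lacking own fluorescence, cut at about 54% in these data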;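 further: plate controls were DMSO wells for no effect and 5 µM unlabelled arrestin peptide for full effect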
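test system = AP2 appendage R879A on GSH beads | buffer or medium = PBS plus Tween 20 (0.05%) and BSA (0.1%) | incubation = 12 min plus 1 h, RT | detection = bead flow cytometry, FITC channel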
LANA DNA inh – KSHV C-LANA DNA binding inhibition; inhibition, % at 9 µM; MBP-C-LANA/FAM-LBS DNA binding, fluorescence polarization; 340,000 compounds, 0.078% hits; AID 504423;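 active means highest replicate inhibition at or above 60% at 9 µM, even if other replicates fall short; inactive means all replicates below 60% inhibition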;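 further: 0% = neutral control wells and 100% = 4 µM acridine orange control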
RTF Ca sens act – increases calcium sensitivity of human cardiac regulated thin filaments. IANBD-labeled TnC RTF fluorescence at EC20 calcium; 0% EC20 calcium, 100% full calcium. activation, % at 7.2 µM. 340,000 compounds, 0.24% hits;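 active means activation above the mean over all tested compounds plus 3 SD, cut at about 30% in these data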;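 further: rise in fluorescence read as greater calcium sensitivity of cardiac thin filaments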
Pemphigus Ab inh – human desmoglein-3 autoantibody binding inhibition; DSG3-coupled beads, scFv-anti-DSG3-GFP binding, flow cytometry; stronger effect = lower value; AID 588358; 310,000 compounds, 0.48% hits; P32926; binding (percent of control), % at 10 µM;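 active means binding more than 3 SD below its plate's average and above zero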;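 further: hits lower antibody fragment binding to DSG3; some compounds called inactive have numbers as strong as hits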
Target sequence (P32926 whole entry, looked up, the tested form may be a part): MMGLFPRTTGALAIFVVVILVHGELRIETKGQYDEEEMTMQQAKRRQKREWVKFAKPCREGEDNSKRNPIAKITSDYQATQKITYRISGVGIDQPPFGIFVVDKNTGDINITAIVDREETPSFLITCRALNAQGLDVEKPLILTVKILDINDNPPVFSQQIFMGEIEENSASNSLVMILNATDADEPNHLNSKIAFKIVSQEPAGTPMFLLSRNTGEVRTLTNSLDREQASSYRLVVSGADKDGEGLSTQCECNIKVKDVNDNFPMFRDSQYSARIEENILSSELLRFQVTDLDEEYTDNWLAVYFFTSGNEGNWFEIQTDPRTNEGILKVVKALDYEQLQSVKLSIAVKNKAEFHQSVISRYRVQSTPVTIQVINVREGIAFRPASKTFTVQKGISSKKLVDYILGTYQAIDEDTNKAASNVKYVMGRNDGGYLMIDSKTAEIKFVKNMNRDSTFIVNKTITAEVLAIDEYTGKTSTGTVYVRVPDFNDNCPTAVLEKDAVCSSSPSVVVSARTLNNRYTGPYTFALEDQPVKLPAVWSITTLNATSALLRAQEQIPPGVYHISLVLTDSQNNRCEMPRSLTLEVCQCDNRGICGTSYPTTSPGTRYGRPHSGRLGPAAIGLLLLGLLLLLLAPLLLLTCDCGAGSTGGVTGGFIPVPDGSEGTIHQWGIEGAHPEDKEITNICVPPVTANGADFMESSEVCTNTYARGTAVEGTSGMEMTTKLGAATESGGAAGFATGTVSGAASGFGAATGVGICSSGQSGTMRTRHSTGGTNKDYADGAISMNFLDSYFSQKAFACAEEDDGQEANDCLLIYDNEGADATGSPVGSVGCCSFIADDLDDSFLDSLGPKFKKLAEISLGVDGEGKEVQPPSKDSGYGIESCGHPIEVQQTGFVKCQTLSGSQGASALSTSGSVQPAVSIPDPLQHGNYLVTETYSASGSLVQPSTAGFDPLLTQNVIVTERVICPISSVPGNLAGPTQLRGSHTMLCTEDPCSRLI
* = called active by the depositor; · = no result given.

SMILES	Wnt act	Keap1 Nrf2 FP	MOR-DOR ag	V-ATPase pHluor	Cardiac RTF inh	OPRM1-OPRD1 inv	Arrestin-AP2 inh	LANA DNA inh	RTF Ca sens act	Pemphigus Ab inh
CC(C)CC(=NNC(=O)c1ccncc1)c1cc(Cl)ccc1O	0	2	-1.6	0	-6	8	25	-3.3	5	98
CC1CC(CC(C)C(=O)NC(=S)Nc2ccc(S(N)(=O)=O)cc2)C(=O)O1 (centres undefined)	0	0	·	-1	·	·	6	-0.9	·	·
COc1ccc(CNC(=O)c2cccc(NC(=O)c3ccccc3)c2)cc1	-6	-2	-2.0	-4	-36	10	16	0.3	-4	99
O=C(OCCN1CCOCC1)c1ccc(OCCN2CCOCC2)cc1	·	-4	-2.1	-2	1	9	5	1.2	-3	102
CCOC(=O)CSc1nc2ccc(S(=O)(=O)N3CCOCC3)cc2[nH]1	-2	-2	-2.3	-1	8	12	12	2.1	8	·
C=CCn1c(SCC#N)nnc1-c1ccc2ncccc2c1	2	-3	-1.0	0	4	5	3	0.0	7	·
Oc1c(N=Nc2ccccc2)sc2ccccc12	27	-5	-1.1	-2	2	6	39	0.3	0	107
Cc1cc(S(=O)(=O)NC(C)C)ccc1OCC(=O)NCc1ccccc1	-9	-5	-1.7	-3	-11	9	19	-0.5	22	104
CC(C)CN(C(=O)COC(=O)Cn1cnc2ccccc2c1=O)C1CCS(=O)(=O)C1 (centres undefined)	-6	4	-2.6	1	12	14	-1	-2.9	8	·
CCN1CCN(C(=O)CN2C(=O)c3cccc4cccc2c34)CC1	·	-4	-1.5	3	-1	6	4	-1.1	0	108
CC1CCC/C(=N\NS(=O)(=O)c2ccccc2)C1 (centres undefined)	2	-5	-0.8	0	-6	4	-3	-0.9	0	106
O=S(=O)(CCSc1nc2ccccc2s1)c1nc2ccccc2s1	-42	-6	-3.0	-2	-5	19	0	2.6	-4	·
CCc1cccc(NC(=O)Cc2cn(C)c3ccccc23)c1	8	-6	0.2	1	-2	-1	11	-1.6	10	100
Cc1cccc(CN2CCCC(C(=O)N3CCc4ccccc4C3)C2)c1 (centres undefined)	·	-3	-1.2	-6	-3	6	15	-1.5	-1	97
O=C(Nc1ccccc1Oc1ccsc1C(=O)O)c1ccccc1	1	0	0.7	4	-7	-4	-2	0.1	5	94
COCCn1cc(C(=O)NCCCOC(C)C)c2c3ccccc3n(C)c2c1=O	-1	2	-3.2	-1	-6	15	26	1.4	-6	102
COc1ccc(/C=C/CN2CCN(Cc3ccccc3)C(CCO)C2)cc1 (centres undefined)	-2	0	2.8	3	2	-16	-11	1.9	-2	99
Cc1ccc(C)c(N2CCN(S(=O)(=O)c3ccc4c(c3)NC(=O)CO4)CC2)c1	-2	-11	4.0	-1	-6	-21	12	1.1	-1	105
CC(C)CN(C(=O)COC(=O)CCSc1ccc(F)cc1)c1c(N)n(Cc2ccccc2)c(=O)[nH]c1=O	-7	-2	5.9	-3	-8	-40	-18	0.0	-6	99
O=C(NCCCn1ccnc1)c1ccc(COc2ccccc2)o1	-1	-6	-2.9	0	-5	15	10	0.4	15	104

Next part; the last 5 above are carried over.
SMILES	Wnt act	Keap1 Nrf2 FP	MOR-DOR ag	V-ATPase pHluor	Cardiac RTF inh	OPRM1-OPRD1 inv	Arrestin-AP2 inh	LANA DNA inh	RTF Ca sens act	Pemphigus Ab inh
COCCn1cc(C(=O)NCCCOC(C)C)c2c3ccccc3n(C)c2c1=O	-1	2	-3.2	-1	-6	15	26	1.4	-6	102
COc1ccc(/C=C/CN2CCN(Cc3ccccc3)C(CCO)C2)cc1 (centres undefined)	-2	0	2.8	3	2	-16	-11	1.9	-2	99
Cc1ccc(C)c(N2CCN(S(=O)(=O)c3ccc4c(c3)NC(=O)CO4)CC2)c1	-2	-11	4.0	-1	-6	-21	12	1.1	-1	105
CC(C)CN(C(=O)COC(=O)CCSc1ccc(F)cc1)c1c(N)n(Cc2ccccc2)c(=O)[nH]c1=O	-7	-2	5.9	-3	-8	-40	-18	0.0	-6	99
O=C(NCCCn1ccnc1)c1ccc(COc2ccccc2)o1	-1	-6	-2.9	0	-5	15	10	0.4	15	104
CC(Nc1cc(C)cc(C)c1)=[N+](C)CCNS(=O)(=O)c1ccc(Cl)cc1	-2	-4	-1.7	-4	-8	6	15	-0.5	-1	110
N#Cc1ccccc1COc1ccc(/C=C/C(=O)O)cc1	-7	-2	-1.6	-3	-8	11	-1	-0.7	-2	108
CCC(C)NCC(=O)Nc1ccc(S(N)(=O)=O)cc1 (centres undefined)	1	-4	·	0	·	·	-20	-0.1	·	103
CCOC(=O)N1CCN(Cc2nc(C3CC3)no2)CC1	-3	-1	-2.5	-2	-13	16	30	0.4	-4	83
COc1ccc(OC)c(/C=N/Nc2cc(C)nc(N3CCOCC3)n2)c1	-2	-6	·	4	·	·	8	0.7	·	105
CC1CCCC(C)N1C(=O)c1ccccc1Nc1ccc(SC(F)F)cc1 (centres undefined)	-11	-6	4.8	-5	3	-30	16	-3.2	-6	·
CCOC(=O)c1ccc(NC(=O)c2ccc(NC(=O)c3ccccc3)cc2)cc1	-2	-1	-1.3	1	-4	7	1	-1.1	-8	79
CN(c1ccccc1)S(=O)(=O)c1cccc(NC(=O)C2CC(=O)N(Cc3ccccc3)C2)c1 (centres undefined)	0	3	-2.4	1	3	12	7	1.3	-5	107
Cc1cccc(C)c1N1CCN(c2cc(Cl)nc(N)n2)CC1	-3	-5	4.3	5	-3	-20	10	0.2	-6	101
O=C(CCN1C(=O)/C(=C/c2ccccc2)SC1=S)Nc1ccccn1	-1	-5	-2.6	3	0	14	-2	0.1	3	97
CC1(C)O[C@@H]2[C@H](O1)[C@@H](COS(=O)(=O)O)O[C@H]2n1cnc2c(=O)[nH]cnc21	-3	-6	-0.7	2	-1	4	-4	0.8	-6	99
O=C(COc1ccccc1)Nc1cc2c3c(c1)CC(=O)N3CCC2	13	-1	-0.3	1	-14	2	33	-2.4	-3	107
Cc1ccc(-c2nc(-c3ccncc3)no2)c(C)c1	1	-3	0.8	-1	-10	-4	-17	-0.8	1	97
CC(C)(C)C(=O)/C=C(\N)c1ccncc1	-2	-3	-0.4	1	0	2	-2	-1.0	5	·
COc1ccc(OCCOC(=O)c2cccc(-n3cnnn3)c2)cc1	1	-4	-2.0	-1	-9	11	29	-1.0	-3	100
Cc1[nH][nH]c(=O)c1C(c1cc([N+](=O)[O-])ccc1O)c1c(C)[nH][nH]c1=O	-2	-2	-5.2	0	5	26	0	-0.1	6	86
CC1(c2ccccc2)CC(C)(C)N(C(=O)c2cc([N+](=O)[O-])cc([N+](=O)[O-])c2)c2ccccc21 (centres undefined)	-2	-1	3.7	2	2	-19	-11	0.8	7	98
COc1cccc(-c2nc(CS(=O)(=O)CC(=O)NCc3ccc4c(c3)OCO4)c(C)o2)c1	0	-5	-2.3	4	-9	12	-3	-0.6	-2	79
COc1cccc(CCNC(=O)CCc2nnc(-c3ccc4c(c3)OCO4)o2)c1	-2	-7	0.1	0	-3	-1	4	-0.8	0	101
CCC(=O)c1c[nH]c(C(=O)NCc2cccc(C(F)(F)F)c2)c1	1	-5	-1.8	6	-5	9	2	4.6	0	98
CC1CC(C)CN(S(=O)(=O)c2ccc(C(=O)N3CCCC3)cc2)C1 (centres undefined)	0	-5	-2.2	1	-5	11	8	0.6	3	108
O=C(CSc1nnc(-c2ccco2)o1)c1ccc(O)cc1O	-1	-10	3.0	1	1	-15	1	-1.6	2	118
CCN(C(=O)CSc1nc2ccccc2o1)c1c(N)n(Cc2ccccc2)c(=O)[nH]c1=O	-2	-1	0.3	1	-5	-2	20	0.0	8	109
Cc1cc2nc(Sc3c([N+](=O)[O-])nc(C)n3Cc3ccccc3)[nH]c2cc1C	-2	-4	0.6	-4	-2	-3	-7	-0.3	8	130
CCOc1ccc(NC(=O)COC(=O)c2ccc3c(c2)OCCO3)cc1	0	-1	0.2	-3	3	-1	1	-0.4	2	100
Cc1nn(C)c(C)c1S(=O)(=O)N(CC(=O)N1CCc2ccccc2C1)c1ccc(C(C)C)cc1	-3	-4	-0.1	0	-10	0	15	1.2	9	94
O=C(COC(=O)c1cc([N+](=O)[O-])ccc1N1CCOCC1)Nc1c(Cl)cccc1C(F)(F)F	-3	-6	-2.5	-1	-3	13	-1	-0.2	-1	97
Cc1occc1C(=O)N(C)CC1CCCN(CCc2ccccc2F)C1 (centres undefined)	-2	-4	-1.5	-9	-9	8	29	8.3	-3	103
Cc1ccc(C(C[N+](=O)[O-])c2c(C)[nH]n(-c3ccccc3)c2=O)cc1 (centres undefined)	-2	-7	0.1	1	-9	0	8	-1.4	-4	112
Oc1ccc(-c2cn3ccccc3n2)cc1	38*	-5	1.2	-2	-16	-6	6	-0.5	0	114
N#CC1(NC(=O)COC(=O)c2cc([N+](=O)[O-])ccc2N2CCOCC2)CCCCC1	-4	·	-1.3	1	-3	7	37	·	1	99
Cc1ccc2nc(NC(=S)NC(=O)c3ccco3)sc2c1	20	-3	-0.9	3	-1	6	0	0.6	-4	103
CC(=O)Nc1ccc(C(=O)Nc2nc(-c3cccnc3)cs2)cc1	0	-4	-2.2	-2	1	10	0	1.8	0	·
O=C(NCCc1ccccn1)C(F)(F)C(F)(F)C(F)(F)C(F)(F)C(F)(F)C(F)(F)C(F)(F)C(F)F	0	-2	-3.2	0	-16	17	13	1.6	1	95
O=[N+]([O-])c1ccccc1/C=C/CN1CCC(O)CC1	3	1	-1.7	2	-4	8	11	-1.9	-3	95
CNc1ccc(Br)cc(C(=O)/C=C/c2cccc(Cl)c2Cl)c1=O	-4	4	2.5	-1	-4	-13	28	0.6	1	91
C[C@H](CO)N1C[C@H](C)[C@@H](CN(C)S(=O)(=O)c2cn(C)cn2)Oc2ccc(NC(=O)Cn3cnnn3)cc2C1=O	-6	-4	-0.3	-4	-16	2	3	-1.4	-6	99
Cc1cc(NC(=O)C(C)SCC(=O)Nc2ccccc2N2CCCCC2)no1 (centres undefined)	-1	-3	2.3	-6	-2	-11	-4	-0.1	-7	98
CCn1c(C)cc2c(c1=O)C(c1ccc3c(c1)OCO3)C(C#N)=C(N)O2 (centres undefined)	·	0	1.0	-2	-3	-5	20	1.5	-4	103
CC(C)C(NC(=O)c1c(F)cccc1F)C(=O)NNC(=O)c1ccccc1 (centres undefined)	-1	2	-3.8	4	-3	15	-12	-1.3	-4	·
COc1cc([N+](=O)[O-])ccc1NC(=O)Cc1ccc(C)cc1	-5	-2	-0.4	2	-3	3	5	0.9	-8	98
COc1ccc(NC(=O)Cn2cnc3c(cnn3-c3ccc(C)c(C)c3)c2=O)c(OC)c1	·	0	5.1	-6	-6	-29	-3	0.8	-3	104
COC1(NS(=O)(=O)c2ccc(Br)cc2)C(C)=CC(=O)C=C1C	-11	-1	-1.5	-2	-7	8	12	-2.6	1	103
CCOC(=O)c1ccc(NC(=O)N2CCN(c3ccccn3)CC2)cc1	3	0	-0.9	-2	0	5	17	-3.1	2	100
O=C(Nc1ccccn1)c1ccc(Cl)s1	16	-2	-3.5	-4	-7	18	-6	-1.3	2	103
